SIAE primary = human SIAE inhibitors, primary screen, biochemical, fluorescence polarization, FP-Rh probe, 1536-well HTS | Sialate O-acetylesterase (Homo sapiens), Q9HAT2 | SIAE FP-Rh probe binding | inhibition, % at 9.66 µM | 0.69% of 370,000 active;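 active means inhibition above a cutoff: mean of compounds within the control limits plus 3 SD of those, cut at about 17% in these data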;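 further: 0% = plate median of compound wells and 100% = probe without SIAE protein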
Target sequence (Q9HAT2 whole entry, looked up): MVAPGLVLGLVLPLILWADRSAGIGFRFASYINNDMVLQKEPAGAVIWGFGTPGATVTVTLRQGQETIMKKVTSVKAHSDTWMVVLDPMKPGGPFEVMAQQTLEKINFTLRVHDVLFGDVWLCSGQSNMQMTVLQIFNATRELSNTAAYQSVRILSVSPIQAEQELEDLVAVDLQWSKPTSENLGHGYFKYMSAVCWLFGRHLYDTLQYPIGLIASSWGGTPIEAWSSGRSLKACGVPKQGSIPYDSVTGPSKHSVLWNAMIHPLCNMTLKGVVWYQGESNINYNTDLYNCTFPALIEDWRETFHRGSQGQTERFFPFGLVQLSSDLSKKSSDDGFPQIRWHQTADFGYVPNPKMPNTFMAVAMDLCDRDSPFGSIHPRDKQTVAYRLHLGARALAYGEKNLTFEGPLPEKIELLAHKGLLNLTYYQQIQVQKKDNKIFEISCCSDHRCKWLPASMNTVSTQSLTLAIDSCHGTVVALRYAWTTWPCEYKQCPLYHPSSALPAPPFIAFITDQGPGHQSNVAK
UHRF1 binding = UHRF1 methylated DNA binding inhibitors, primary screen, counter-screen for MBD2 inhibitor project, biochemical, TR-FRET, human UHRF1, single concentration. E3 ubiquitin-protein ligase UHRF1 (Homo sapiens), Q96T88. UHRF1 binding to methylated oligo. inhibition, % at 4.4 µM. 0.75% of 370,000 active. AID 687016, 2013; in the data active means inhibition above about 21%;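 further: UHRF1 SRA domain binding a hemimethylated CpG hairpin DNA probe; 0% = median of test compound wells and 100% = reference inhibitor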
rCAG RNA binder = binders of r(CAG) RNA repeats, primary screen, biochemical, fluorescence. r(CAG) RNA repeat, TO-PRO-1 dye displacement fluorescence. inhibition, % at 3 µM. 1.3% of 370,000 active. AID 651821, 2012;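 active means inhibition above the plate cutoff, the mean of all test compounds on that plate plus 3 SD, cut at about 35% in these data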;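 further: 0% = DMSO alone and 100% = 100 µM mitoxantrone as full dye displacement; higher means more dye released from RNA so lower well fluorescence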
MBD2 inh = inhibitors of MBD2 binding to methylated DNA, primary screen, biochemical, TR-FRET, DNA-binding domain, human; Methyl-CpG-binding domain protein 2 (Homo sapiens), Q9UBB5; MBD2 binding to methylated oligonucleotide; inhibition, % at 4.4 µM; 0.31% of 370,000 active; AID 686964, 2013; in the data active means inhibition above about 13%
NPR1 activator = GC-A stimulated cGMP production enhancers – HEK293 GC-A cells, cGMP TR-FRET, EC30 ANP, primary screen; Atrial natriuretic peptide receptor 1 (Homo sapiens), P16066; 0% at EC30 ANP, 100% saturating ANP; activation, % at 10 µM; 0.14% of 370,000 active; AID 1671463, 2021; in the data active means activation above about 40%
mABHD4 FP = ABHD4 inhibitors, primary screen, biochemical, fluorescence polarization, mouse; (Lyso)-N-acylphosphatidylethanolamine lipase (Mus musculus), Q8VD66; inhibition, % at 8.92 µM; purified mABHD4, FP-Rh probe fluorescence polarization; 0.54% of 370,000 active;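 active means inhibition exceeding the mean over every tested compound plus 3 SD, cut at about 30% in these data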;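 further: 0% = plate median of compound wells and 100% = S159A mutant with DMSO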
Target sequence (Q8VD66 whole entry, looked up): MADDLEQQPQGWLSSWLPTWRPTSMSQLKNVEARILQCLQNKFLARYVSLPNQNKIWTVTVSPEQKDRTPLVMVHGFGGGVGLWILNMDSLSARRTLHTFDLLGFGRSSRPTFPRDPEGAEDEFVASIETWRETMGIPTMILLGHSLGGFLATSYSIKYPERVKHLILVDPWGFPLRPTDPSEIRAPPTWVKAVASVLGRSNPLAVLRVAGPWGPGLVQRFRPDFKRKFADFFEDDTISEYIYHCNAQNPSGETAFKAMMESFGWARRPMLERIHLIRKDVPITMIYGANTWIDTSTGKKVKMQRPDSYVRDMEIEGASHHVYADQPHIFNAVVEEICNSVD
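Assay system: mABHD4 protein; medium: HEPES pH 7.0, NaCl, Pluronic buffer; dosing: 8.92 µM, single dose; schedule: 45 min + 60 min at 25 °C; signal: FP readout, ex 525 nm / em 598 nm; read-out: normalized percent inhibition of probe labeling; repeats: single replicate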
TCR CD3 inh = inhibitors of human TCR-CD3 interaction, primary screen, biochemical, fluorescence, TAMRA-labeled TCR probe. T-cell receptor (TCR). inhibition, % at 9.4 µM. 0.37% of 360,000 active. AID 651800, 2012; in the data active means inhibition above about 19%;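 further: recombinant mutant TCR 2C K166C tagged with TAMRA read by polarization; 0% = receptor in buffer alone and 100% = receptor with positive control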
HTRA1 inhibitor = HTRA1 serine protease inhibitors, primary screen, biochemical, fluorescence polarization, HTS | Q92743 | recombinant HTRA1, FP-rhodamine activity-based probe | inhibition, % at 5.96 µM | 0.5% of 340,000 active; in the data active means inhibition above about 36%;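 further: 0% = enzyme with DMSO and 100% = wells lacking enzyme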
PRMT1 FP inh = PRMT1 methyltransferase inhibitors, primary screen, biochemical, fluorescence polarization | 1.3% of 370,000 active | Protein arginine N-methyltransferase 1 (Homo sapiens), Q99873 | recombinant PRMT1, activity-based probe fluorescence polarization | inhibition, % at 2.79 µM;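 active means inhibition above about 21% made by adding two undisclosed values, limit read from the data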
NPR2 activator = human GC-B receptor activators, primary screen, HEK293 GC-B cells, cGMP TR-FRET, EC30 CNP; Atrial natriuretic peptide receptor 2 (Homo sapiens), P20594; 0.11% of 370,000 active; activation, % at 10 µM; 0% at EC30 CNP, 100% saturating CNP;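 active means activation at 10 µM reaching about 35% in either raw or pattern-adjusted values, limit read from the data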
* = called active by the depositor; nt = not tested or not shown. The list is partial (hit frequency here may not be typical).

SMILES	SIAE primary	UHRF1 binding	rCAG RNA binder	MBD2 inh	NPR1 activator	mABHD4 FP	TCR CD3 inh	HTRA1 inhibitor	PRMT1 FP inh	NPR2 activator
CCC(C)N(C(=O)c1csnn1)C(C(=O)NC1CCCC1)c1ccc(F)cc1 (stereo unspecified)	1	0	-6	-1	-10	6	-6	-1	1	-3
CCCCC(=O)Nc1cccc(-c2nc3ncccc3o2)c1C	3	5	-2	2	0	-10	-4	9	0	1
CC1=CC(C)(C)C(C(=O)O)C(C(=O)O)C1 (stereo unspecified)	-3	3	-1	0	3	0	-6	0	2	3
CN1C(=O)N(C)N(Cc2ccccc2)C(=O)N1Cc1ccccc1	-3	1	0	0	1	-1	-8	nt	1	3
Cc1cc(C)c(C(=O)CSC2=NC(N)=C(C#N)C3(CCCCC3)C2C(N)=O)cc1C (stereo unspecified)	0	-2	9	0	-4	1	4	-11	3	3
CCCc1cc(C(=O)Nc2sc3c(c2C#N)CCC3)no1	-5	-2	13	1	-1	14	-2	-1	1	0
O=C(C1=C[C@@H](c2ccc(C(F)(F)F)cc2)C[C@@H](OCc2ccc(CO)cc2)O1)N1CCN(Cc2ccc3c(c2)OCO3)CC1	-15	19	0	11	-1	-13	1	-65	1	-3
Cc1ccc(Cl)c(NC(=O)COC(=O)c2ccccc2C(=O)c2ccc(Cl)c([N+](=O)[O-])c2)c1Cl	-4	2	5	0	-11	-1	-2	-5	1	-8
CN(C)NC(=S)NC(=O)C12CC3CC(CC(C3)C1)C2	0	0	3	-2	-3	-6	5	-2	0	1
CCCCOc1cccc(OCCCC)c1C(=O)Nc1cc(C)on1	5	-3	-4	-3	1	2	-2	-17	-1	3
COc1cc(CN2C(=O)C(Cc3ccccc3)ON=C2c2ncccc2C)cc(OC)c1 (stereo unspecified)	0	0	0	3	-2	-7	5	nt	-4	2
O=C(CSc1nnc(Cc2cc(=O)[nH]c(=O)[nH]2)n1-c1ccc(F)cc1)NC1CCCC1	-5	6	5	7	1	1	-12	-4	5	-6
COc1ccccc1CNC(=O)COC(=O)/C=C/c1ccc2c(c1)OCO2	-1	-1	1	-4	2	4	0	3	3	0
c1ccc2c(N3CCCCC3)nc(N3CCOCC3)nc2c1	-2	0	-6	-7	-14	1	5	0	-9	-13
CCOc1ccc(NC(=O)CSc2nnc(C(C)C)n2CC)cc1	5	1	-4	-3	5	12	1	-3	3	3
CCOc1ccccc1C(=O)N[C@H](C(=O)OCc1cc(=O)oc2cc(C)ccc12)C(C)C	-10	2	-4	3	-24	1	-2	-66	2	-13
Cc1cc(C)cc(NS(=O)(=O)c2ccc(F)cc2)c1	4	0	-1	2	-4	-10	2	-4	-3	-6
O=C(NCCO)C(=O)c1c(-c2ccc(Cl)cc2)cc2ccccn12	-4	-4	2	1	-1	1	6	-1	2	-1
Cc1cccc(NC(=S)NC(=O)c2ccc(Br)o2)c1	-5	0	-1	1	-1	-11	6	-16	-1	-1
CC(C)(C)NC(=O)CCN(/N=C/c1ccccc1O)C1=NS(=O)(=O)c2ccccc21	5	1	5	3	-17	3	5	-2	-5	-9
COc1ccc(NC2CCCN(C(=O)c3cc(C)nc4cc(F)ccc34)C2)cc1 (stereo unspecified)	0	-2	-5	-2	3	2	6	5	-1	6
CCN(CC)S(=O)(=O)c1cc(C(=O)OCC(=O)Nc2cccc(Br)c2)ccc1F	-45	-1	6	-3	-1	-46	-8	-42	2	4
CCN(CC(=O)NCc1cccs1)C(=O)/C=C/c1cc(OC)c(OC)c(OC)c1	-1	-3	-4	-4	-1	-2	6	-2	0	2
CCCn1cc(SCC(=O)Nc2ccc3c(c2)OCO3)c2ccccc21	1	-2	4	-3	-10	1	4	-10	-5	-3
Cc1cc2oc(=O)cc(C)c2cc1NC(=O)CCC(=O)O	3	0	3	0	3	2	3	1	0	0
COC(=O)CCCCCN1C(=O)NC(c2ccc(-c3ccccc3)cc2)C(C(=O)OCc2ccccc2)=C1C (stereo unspecified)	-12	0	6	4	-2	-8	-2	nt	1	2
CCc1ccc(OCC(=O)Nc2cccc3nsnc23)cc1	-2	1	-2	1	0	-1	-2	-12	2	5
COc1cccc(OC(=O)CSc2nnc(-c3ccccc3Br)o2)c1	-3	4	-3	4	36	2	-4	-1	2	-8
O=S(=O)(c1ccc2c(c1)OCCO2)N1CCN(S(=O)(=O)c2ccccn2)CC1	-2	6	9	2	-2	-2	-1	-1	2	0
CCOc1ccc(C(=O)NCC(C)NC(=O)c2ccc(OCC)cc2)cc1 (stereo unspecified)	-1	24*	-2	6	-3	-2	-3	5	0	6
CC(=O)N1CCc2cc(Br)cc(S(=O)(=O)NCCCN3CCC(C)CC3)c21	7	-1	0	-7	-1	6	-3	1	-4	3
CCOC(=O)N1CCN(C(=O)/C(=C/c2ccc(F)cc2)NC(=O)c2ccccc2)CC1	-1	-2	-9	-6	2	-7	9	7	-3	-6
COc1ccc(C)cc1NC(=O)C(c1ccccc1)N1CCN(CC(=O)N2CCCC2)CC1 (stereo unspecified)	-2	0	-6	-2	2	0	-1	-1	1	-1
Cc1ccc(CNC(=O)/C=C/[C@H]2O[C@@H](n3cc(C)c(=O)[nH]c3=O)C[C@@H]2O)o1	6	12	1	5	2	-1	1	nt	4	-6
COc1ccc(C2CC(c3ccc(Cl)cc3Cl)n3nc(N)nc3N2)cc1 (stereo unspecified)	2	2	4	5	1	3	-3	-9	7	-3
Cc1ccc2nsnc2c1S(=O)(=O)N1CCCC1	-1	-1	1	-2	-10	-2	5	5	0	-2
COC(=O)c1c(C)oc(C)c1S(=O)(=O)N1CCCC1	8	-4	-4	1	5	2	0	13	-1	1
CCc1noc(C)c1C(=O)NNC(=O)c1ccccc1F	0	2	-4	6	3	6	2	4	-1	3
COc1ccccc1N(CC(=O)NCC1CCCO1)C(=O)Cn1nnc(-c2cccs2)n1 (stereo unspecified)	-2	1	0	-1	-4	-5	-6	1	5	0
COC(=O)C1=C(C)N(Cc2ccccc2C(F)(F)F)C(=NCc2ccccc2)NC1c1ccc(Cl)cc1 (stereo unspecified)	-9	6	6	0	-16	15	2	nt	-2	-17
O=C1C2CC=C(Cl)CC2C(=O)N1CCC[n+]1ccccc1 (stereo unspecified)	5	0	2	6	3	6	-5	1	3	0
O=C1c2ccccc2C(=O)N1CCc1nn[nH]n1	6	-1	-1	8	4	7	-2	-3	-4	2
CC(=O)Nc1ccc(CNc2nc(NC(C)C)nc3ccsc23)cc1	-5	5	-1	5	8	-18	-7	nt	4	1
CC(C)NC(=O)CC1C(=O)N(Cc2ccccc2)C(C)c2nc3ccccc3n21 (stereo unspecified)	-14	1	1	0	1	-11	6	6	-3	0
CN(C)CCCNc1c2c(nc3cc(-c4cccc(F)c4)nn13)CCC2	2	7	-1	3	-4	2	-4	6	-3	-12

The final five compounds of the part above come first, to join the parts:
SMILES	SIAE primary	UHRF1 binding	rCAG RNA binder	MBD2 inh	NPR1 activator	mABHD4 FP	TCR CD3 inh	HTRA1 inhibitor	PRMT1 FP inh	NPR2 activator
O=C1C2CC=C(Cl)CC2C(=O)N1CCC[n+]1ccccc1 (stereo unspecified)	5	0	2	6	3	6	-5	1	3	0
O=C1c2ccccc2C(=O)N1CCc1nn[nH]n1	6	-1	-1	8	4	7	-2	-3	-4	2
CC(=O)Nc1ccc(CNc2nc(NC(C)C)nc3ccsc23)cc1	-5	5	-1	5	8	-18	-7	nt	4	1
CC(C)NC(=O)CC1C(=O)N(Cc2ccccc2)C(C)c2nc3ccccc3n21 (stereo unspecified)	-14	1	1	0	1	-11	6	6	-3	0
CN(C)CCCNc1c2c(nc3cc(-c4cccc(F)c4)nn13)CCC2	2	7	-1	3	-4	2	-4	6	-3	-12
CCOc1ccc(/C=C2\NCCc3cc(OCC)c(OCC)cc32)cc1OCC	-4	5	2	1	6	3	nt	nt	-2	1
Cc1cc(NC(=O)CSc2ccc3nnc(-c4cccs4)n3n2)no1	3	-5	4	-7	-2	1	-6	-9	4	-5
O=C1CCCN1CN(C(=O)c1ccc2c(c1)OCO2)c1ccc(F)cc1	-2	2	1	5	-4	-3	-2	-2	-1	-1
COc1cc(-c2nnc(SCC(=O)NC3CCS(=O)(=O)C3)o2)cc(OC)c1OC (stereo unspecified)	1	-3	-2	3	-3	0	2	5	1	-1
CC(C)C[C@H](NC(=O)[C@@H]1Cc2ccccc2CN1C(=O)OC(C)(C)C)C(=O)NCC1CCC(C(=O)O)CC1 (stereo partly specified)	10	-3	-1	0	5	9	-1	4	-9	-1
CCCc1c(C)nc2scc(-c3ccc(Cl)cc3)n2c1=O	-7	-1	1	1	-6	-3	0	0	-1	3
COc1ccc(/C=N/n2c(C)cc(C)cc2=O)cc1	1	3	1	3	-1	2	7	0	-4	-1
C=CCc1ccc(OCCOc2ccc(/C=N/n3cnnc3)cc2OCC)c(OC)c1	-8	-2	-1	-2	0	-6	3	-15	-3	1
CCOC(=O)C1=C(C)N(CCCC(=O)O)C(=O)NC1C(CC)CC (stereo unspecified)	0	1	2	-1	3	1	5	3	-1	3
COc1ccc(CNc2nc3ccccc3n2Cc2ccccc2)cc1OC	0	2	-8	3	8	-8	-1	-5	-1	-3
CCOC1=C2CN(S(=O)(=O)c3ccc(C)cc3)[C@@H](c3ccccc3)C[C@H]2[C@H]2C(=O)N(c3ccccc3)C(=O)[C@H]2C1	0	-2	11	4	-1	23	-10	nt	2	1
CCOc1ccc2[nH]c(C(=O)N/N=C/c3ccc(OC)cc3)cc2c1	0	-3	14	-5	-8	-7	1	-14	2	-7
Cc1ccc(NC(=O)CCn2c(=O)c3cccn3c3ccccc32)cc1C	-3	-5	1	1	-4	-1	1	-32	-2	-9
Clc1ccc(/C=C/c2nc3ccccc3[nH]2)cc1	-5	0	4	0	4	-22	-1	-43	2	-1
CCOCCOC(=O)NCCCCCCNC(=O)OCCOCC	-6	0	-2	2	-2	-4	-9	1	2	1
COC(=O)c1ccc(COc2ccc(C)cc2[N+](=O)[O-])o1	2	4	1	-8	-1	-3	12	nt	1	-3
CCn1cc(C2C3=C(CC(C)(C)CC3=O)N(c3ccccc3)C3=C2C(=O)CC(C)(C)C3)c(C)n1	-5	0	-5	4	-4	2	2	3	-2	-4
O=[N+]([O-])c1ccc(O)c(C=Nc2cccc3ccccc23)c1	6	-5	18	-7	0	2	-2	7	1	3
O=C(CCNC(=O)N1CC(=O)Nc2ccccc21)NCc1ccccc1	-2	-2	1	0	4	-4	4	5	-6	3
COc1ccc(C)cc1NC(=O)CN(C)S(=O)(=O)c1ccc2c(c1)CC(C)N2C(C)=O (stereo unspecified)	3	2	0	1	-1	2	4	5	-2	0
O=C1c2cccc3cccc(c23)N1Cc1ccc(F)cc1	0	3	5	6	4	-1	-3	-17	-5	4
